Assay outcomes: PubChem BioAssay, several laboratories
DUSP3 inh: VHR1 phosphatase inhibitors, primary screen, biochemical, absorbance, uHTS | Dual specificity protein phosphatase 3 (Homo sapiens), P51452 | recombinant VHR phosphatase, pNPP absorbance | inhibition, % at 13.3 µM | actives 0.52% (n = 290,000) | AID 1654, 2009; in the data active means inhibition above about 50%; further: some compounds called inactive have numbers as strong as hits
Target sequence (P51452 whole entry, looked up): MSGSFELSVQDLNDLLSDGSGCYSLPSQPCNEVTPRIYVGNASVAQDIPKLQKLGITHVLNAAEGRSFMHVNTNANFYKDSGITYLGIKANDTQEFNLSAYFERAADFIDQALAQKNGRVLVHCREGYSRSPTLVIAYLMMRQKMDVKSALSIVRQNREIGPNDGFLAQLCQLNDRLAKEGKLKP
Rv3671c inh: Rv3671c serine protease inhibitors, primary screen, biochemical, fluorescence polarization, M. tuberculosis H37Rv | P9WHR9 | inhibition, % at 5.96 µM | actives 0.048% (n = 320,000); in the data active means inhibition above about 38%;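 further: extracellular domain of Rv3671c used as enzyme; 0% = enzyme with DMSO and 100% = no enzyme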
Target sequence (P9WHR9 whole entry, looked up, the tested form may be a part): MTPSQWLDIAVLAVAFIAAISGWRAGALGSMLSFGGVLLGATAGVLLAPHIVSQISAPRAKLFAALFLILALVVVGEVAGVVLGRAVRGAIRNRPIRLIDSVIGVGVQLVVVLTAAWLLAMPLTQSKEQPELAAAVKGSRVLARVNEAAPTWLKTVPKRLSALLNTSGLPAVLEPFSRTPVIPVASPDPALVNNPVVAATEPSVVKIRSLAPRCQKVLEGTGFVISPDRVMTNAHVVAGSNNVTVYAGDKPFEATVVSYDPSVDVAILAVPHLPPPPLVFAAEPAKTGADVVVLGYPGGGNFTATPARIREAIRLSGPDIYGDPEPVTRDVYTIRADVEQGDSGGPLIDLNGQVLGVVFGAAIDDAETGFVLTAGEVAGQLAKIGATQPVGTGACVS
CCHFV vOTU inh: CCHFV vOTU protease inhibitors, primary screen, biochemical, Pep-AMC substrate, fluorescence. actives 0.55% (n = 370,000). inhibition, % at 11.5 µM. AID 651958, 2012; further: 0% = vehicle wells with enzyme and 100% = no enzyme wells
GDH-TPI inh: GDH-TPI coupling enzyme inhibitors, primary screen, artefact control for M. tuberculosis FBA inhibitor project, biochemical, absorbance, full deck. GDH-TPI coupled enzyme counterscreen, NADH absorbance. inhibition, % at 4.8 µM. actives 1.2% (n = 360,000);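 further: 0% = DMSO wells and 100% = wells lacking the enzyme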
Mtb BioA inh: M. tuberculosis BioA enzyme inhibitors, primary screen, biochemical, plate reader, single point, HTS; 7,8-diaminopelargonic acid synthase BioA (Mycobacterium tuberculosis); inhibition, % at 9.99 µM; actives 0.096% (n = 360,000); purified M. tuberculosis BioA enzyme; in the data active means inhibition above about 40%; inconclusive means no clear call, values can overlap the other calls
UGM FP inh: M. tuberculosis UGM enzyme inhibitors, primary screen, biochemical, fluorescence polarization, single point; purified UGM, fluorescence polarization probe displacement; inhibition, % at 10 µM; actives 0.06% (n = 320,000); AID 504406, 2011; in the data active means inhibition above about 10%, passing the limit was not always enough; inconclusive means no clear call, values can overlap the other calls
BoNT F protease: BoNT/F light chain protease inhibitors, primary screen, biochemical, flow cytometry, MLPCN library; Botulinum neurotoxin type F light chain protease (Clostridium botulinum); Multiplex microsphere protease cleavage assay; inhibition, % at 10 µM; actives 0.22% (n = 360,000); AID 588497, 2011; in the data active means inhibition above about 35%, passing the limit was not always enough; inconclusive means no clear call, values can overlap the other calls; further: plate controls were buffer without enzyme for full effect and enzyme alone for no effect
MazF activator: activators of E. coli MazEF toxin-antitoxin RNase, primary screen, biochemical, fluorescence, uHTS | Endoribonuclease toxin MazF (Escherichia coli (strain K12)), P0AE70 | FAM/BHQ RNA-DNA oligo cleavage fluorescence, 5 h | activation, % at 20 µM | actives 0.32% (n = 350,000); in the data active means activation above about 50%
Target sequence (P0AE70 whole entry, looked up): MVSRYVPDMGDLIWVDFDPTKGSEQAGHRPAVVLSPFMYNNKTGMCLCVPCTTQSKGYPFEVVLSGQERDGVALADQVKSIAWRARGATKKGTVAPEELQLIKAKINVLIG
FBA Mtb inh: Mtb FBA enzyme inhibitors, primary screen, biochemical, fluorescence, strain H37Rv | purified M. tuberculosis FBA, fluorescence read-out | inhibition, % at 1 µM | actives 2.3% (n = 360,000) | AID 588726, 2011; in the data active means inhibition above about 27%;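 further: 0% = vehicle and 100% = reference inhibitor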
Target sequence (P9WQA3 whole entry, looked up): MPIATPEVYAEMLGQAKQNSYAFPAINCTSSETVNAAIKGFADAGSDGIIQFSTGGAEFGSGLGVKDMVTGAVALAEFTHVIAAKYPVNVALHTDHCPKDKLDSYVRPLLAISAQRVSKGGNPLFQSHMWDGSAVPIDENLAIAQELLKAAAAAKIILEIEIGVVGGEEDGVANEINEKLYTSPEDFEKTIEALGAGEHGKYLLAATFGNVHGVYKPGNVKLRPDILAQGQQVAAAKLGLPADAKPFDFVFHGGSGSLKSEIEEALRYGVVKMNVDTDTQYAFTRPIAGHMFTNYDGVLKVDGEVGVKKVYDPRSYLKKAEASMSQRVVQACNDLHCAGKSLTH
FadD28 FP inh: inhibitors of FadD28 bisubstrate probe binding, primary screen, biochemical, fluorescence polarization, single point; Mycobacterium tuberculosis FadD28 fatty-acid-AMP ligase; inhibition, % at 12.5 µM; actives 0.22% (n = 360,000); AID 588549, 2011; in the data active means inhibition above about 8.5%, passing the limit was not always enough; inconclusive means no clear call, values can overlap the other calls
* hit, by the source's call; & = joins results of further samples. Unless noted, no stated cut-off is given here; in the data, active means inhibition above about 30%; inactive means the rest.

Screening O=C(NCCSc1ccc(Cl)cc1)c1ccco1 returned DUSP3 inh 4, Rv3671c inh -2, CCHFV vOTU inh 1, GDH-TPI inh -6, Mtb BioA inh -0.7, UGM FP inh -1.0, BoNT F protease 2, MazF activator 7, FBA Mtb inh 1 and FadD28 FP inh -1.5.
Cn1cccc1Cc1nnc(SCC(=O)N2CCCC2)n1CCc1ccccc1 was read as DUSP3 inh 36, Rv3671c inh 3, CCHFV vOTU inh 1, GDH-TPI inh 6, Mtb BioA inh -0.1, UGM FP inh -0.2, BoNT F protease -6, MazF activator -1, FBA Mtb inh 0 and FadD28 FP inh -2.9.
Screening Cc1ccc(-c2nn(-c3cc(N4CCNCC4)ccc3[N+](=O)[O-])c(=O)c3ccccc23)cc1 returned DUSP3 inh 18, Rv3671c inh -6, CCHFV vOTU inh -9, GDH-TPI inh 1, UGM FP inh -0.4, BoNT F protease -18, MazF activator -25, FBA Mtb inh -4 and FadD28 FP inh -3.9.
`COc1cc(/C=N/N2CCN(Cc3ccc(Cl)cc3)CC2)ccc1OC(C)=O` gave DUSP3 inh -32, Rv3671c inh -3, CCHFV vOTU inh 3, GDH-TPI inh 6, Mtb BioA inh 0.3, UGM FP inh 2.3, BoNT F protease inconclusive, MazF activator 4, FBA Mtb inh -1 and FadD28 FP inh -3.7.
`CC(NC(=O)C1CCCCC1)C(c1cccs1)N1CCOCC1` (configuration not stated) gave DUSP3 inh 22, Rv3671c inh 9, CCHFV vOTU inh 2, GDH-TPI inh 0, Mtb BioA inh -2.0, UGM FP inh -0.1, BoNT F protease 0, MazF activator -1, FBA Mtb inh 0 and FadD28 FP inh -4.6.
O=C1NC(=O)C(CCc2ccncc2)(CCc2ccncc2)C(=O)N1CCc1ccccc1 was read as DUSP3 inh 22, Rv3671c inh 0, CCHFV vOTU inh 1, GDH-TPI inh -4, Mtb BioA inh -0.1, UGM FP inh 0.7, BoNT F protease -8, MazF activator -7, FBA Mtb inh 0 and FadD28 FP inh -2.3.
`CC(=O)c1ccc(OCc2cc(C(=O)N(C)C3CCOC3)no2)cc1` (configuration not stated) gave DUSP3 inh 39, Rv3671c inh -2, CCHFV vOTU inh 9, GDH-TPI inh 4, Mtb BioA inh 0.2, UGM FP inh -0.3, BoNT F protease 1, MazF activator 10, FBA Mtb inh 4 and FadD28 FP inh -0.7.
Screening COc1ccc(NC(=O)c2cncc(Br)c2)c(S(=O)(=O)N2CCOCC2)c1 returned DUSP3 inh 10, Rv3671c inh 0, CCHFV vOTU inh -10, GDH-TPI inh -6, Mtb BioA inh 0.8, UGM FP inh 3.1, BoNT F protease -3, MazF activator 4, FBA Mtb inh -1 and FadD28 FP inh -2.0.
`Cc1cc(C)cc(N2C(=O)CC(Sc3nnnn3-c3ccccc3)C2=O)c1` (configuration not stated) gave DUSP3 inh -1, Rv3671c inh 0, CCHFV vOTU inh -4, GDH-TPI inh 10, Mtb BioA inh -1.8, UGM FP inh 1.3, BoNT F protease -4, MazF activator -4, FBA Mtb inh 5 and FadD28 FP inh -1.6.
Screening COc1ccc(C(Nc2ccc(S(=O)(=O)N3CCOCC3)cc2)C(=O)NCCC(C)C)cc1OC (configuration not stated) returned DUSP3 inh 26, Rv3671c inh -8, CCHFV vOTU inh 16, GDH-TPI inh 0, Mtb BioA inh 2.9, UGM FP inh -1.9, BoNT F protease -24, MazF activator 4, FBA Mtb inh -4 and FadD28 FP inh -5.0.

Three compounds picked at random from the list so far, as already listed:
O=C1NC(=O)C(CCc2ccncc2)(CCc2ccncc2)C(=O)N1CCc1ccccc1 was read as DUSP3 inh 22, Rv3671c inh 0, CCHFV vOTU inh 1, GDH-TPI inh -4, Mtb BioA inh -0.1, UGM FP inh 0.7, BoNT F protease -8, MazF activator -7, FBA Mtb inh 0 and FadD28 FP inh -2.3.
`Cc1cc(C)cc(N2C(=O)CC(Sc3nnnn3-c3ccccc3)C2=O)c1` (configuration not stated) gave DUSP3 inh -1, Rv3671c inh 0, CCHFV vOTU inh -4, GDH-TPI inh 10, Mtb BioA inh -1.8, UGM FP inh 1.3, BoNT F protease -4, MazF activator -4, FBA Mtb inh 5 and FadD28 FP inh -1.6.
Screening Cc1ccc(-c2nn(-c3cc(N4CCNCC4)ccc3[N+](=O)[O-])c(=O)c3ccccc23)cc1 returned DUSP3 inh 18, Rv3671c inh -6, CCHFV vOTU inh -9, GDH-TPI inh 1, UGM FP inh -0.4, BoNT F protease -18, MazF activator -25, FBA Mtb inh -4 and FadD28 FP inh -3.9.

(further entries)
CCCN(CC1CC1)C(=O)CSc1ncnc2sccc12 was read as DUSP3 inh 10, Rv3671c inh -7, CCHFV vOTU inh 14, GDH-TPI inh -5, UGM FP inh -0.2, BoNT F protease 1, MazF activator -5, FBA Mtb inh 2 and FadD28 FP inh -2.4.
Screening COc1cc(SC)ccc1C(=O)Nc1cc(C)ccn1 returned DUSP3 inh 13, Rv3671c inh -10, CCHFV vOTU inh 0, GDH-TPI inh 8, UGM FP inh -2.2, BoNT F protease 1, MazF activator -16, FBA Mtb inh 3 and FadD28 FP inh -2.8.
Screening COc1ccc(OC)c(NC(=O)C2(C)CCN2C(=O)Cc2ccc(Cl)cc2Cl)c1 (configuration not stated) returned CCHFV vOTU inh 15, GDH-TPI inh -4, Mtb BioA inh -1.3, BoNT F protease -3, FBA Mtb inh -2 and FadD28 FP inh -2.9.
For CCOC(=O)CCc1c(C)c2ccc(OCc3cc([N+](=O)[O-])ccc3OC)c(C)c2oc1=O the results were DUSP3 inh 11, Rv3671c inh -15, CCHFV vOTU inh -12 and UGM FP inh -2.6.
Screening COc1ccc(F)cc1C(=O)C1CCCN(C(=O)C2=C(C)OCCO2)C1 (configuration not stated) returned DUSP3 inh -5, Rv3671c inh 8, CCHFV vOTU inh 7, GDH-TPI inh 9, UGM FP inh 1.9, BoNT F protease -2, MazF activator 6, FBA Mtb inh -1 and FadD28 FP inh -0.8.
For CC(/C=N/N1CCN(c2ccccc2)CC1)=C\c1ccco1 the results were DUSP3 inh 23, Rv3671c inh 0, CCHFV vOTU inh -13, GDH-TPI inh 10, Mtb BioA inh -1.9, UGM FP inh 0.1, BoNT F protease -13, MazF activator 8, FBA Mtb inh -3 and FadD28 FP inh -2.5.
`CCN=c1sc(C(=O)NCCc2ccccc2)cc(=O)n1CC` gave DUSP3 inh 2, Rv3671c inh 1, CCHFV vOTU inh -11, GDH-TPI inh 12, Mtb BioA inh 1.2, UGM FP inh 0.5, BoNT F protease 12, MazF activator 4, FBA Mtb inh 5 and FadD28 FP inh -1.0.
For Cc1ccc(S(=O)(=O)c2nc(S(=O)(=O)c3ccc(C)cc3)c(N3CCN(CCO)CC3)s2)cc1 the results were DUSP3 inh 1, Rv3671c inh -16, CCHFV vOTU inh 20, GDH-TPI inh 11, Mtb BioA inh 0.4, UGM FP inh 2.4, BoNT F protease 4, MazF activator -5, FBA Mtb inh 0 and FadD28 FP inh -3.2.
`COC(=O)c1sc(N(C)C)c(C#N)c1-c1ccccc1` gave DUSP3 inh -5, Rv3671c inh -7, CCHFV vOTU inh -5, GDH-TPI inh 20, Mtb BioA inh -0.3, UGM FP inh -1.9, BoNT F protease inconclusive, MazF activator 1, FBA Mtb inh 0 and FadD28 FP inh -1.9.
Cc1cc(C)cc(NC(=O)CN2CCN(c3ccccn3)CC2)c1 was read as DUSP3 inh 6, Rv3671c inh 8, CCHFV vOTU inh -14, GDH-TPI inh 11, Mtb BioA inh -2.3, UGM FP inh -1.2, BoNT F protease -1, MazF activator -1, FBA Mtb inh -2 and FadD28 FP inh -0.4.
`COC(=O)CN(c1ccc(C)cc1)S(=O)(=O)c1c(C)[nH]c(=O)[nH]c1=O` gave DUSP3 inh 11, Rv3671c inh 4, CCHFV vOTU inh 9, GDH-TPI inh 6, Mtb BioA inh -1.0, UGM FP inh 2.7, BoNT F protease 2, MazF activator -6, FBA Mtb inh 2 and FadD28 FP inh 0.0.
For O=S(=O)(/C=C/c1ccccc1)N1CCN(c2nc(-c3cccnc3)nc3ccccc23)CC1 the results were DUSP3 inh 10, Rv3671c inh -6, CCHFV vOTU inh -6, GDH-TPI inh 13, UGM FP inh -1.6, BoNT F protease 2, MazF activator -47, FBA Mtb inh 3 and FadD28 FP inh -0.5.
Screening Cc1nc(/C=C\C(=O)O)c2cc(C)oc2n1 returned DUSP3 inh -2, Rv3671c inh 4, CCHFV vOTU inh -86, GDH-TPI inh 8, UGM FP inh 2.6, BoNT F protease 0, MazF activator 0, FBA Mtb inh active and FadD28 FP inh -0.9.
Screening Cc1[nH]cc(Br)c(=O)c1Oc1ncc(C(F)(F)F)cc1Cl returned DUSP3 inh 9, Rv3671c inh 0, CCHFV vOTU inh 3, GDH-TPI inh -4, Mtb BioA inh 0.6, UGM FP inh 1.8, BoNT F protease -3, MazF activator 5, FBA Mtb inh 3 and FadD28 FP inh -0.1.
Screening S=C(NC1CCCC1)NC1CCCC1 returned DUSP3 inh 5, Rv3671c inh -10, CCHFV vOTU inh -13, GDH-TPI inh 2, UGM FP inh 0.0, BoNT F protease -1, MazF activator 3, FBA Mtb inh 0 and FadD28 FP inh -2.9.
Screening C#CCOCCOCCOCCNc1nc(N2CCOCC2)nc(N2CCN(C(=O)[C@H]([C@@H](C)CC)n3cc([C@@H](N)CC(C)C)nn3)CC2)n1 returned DUSP3 inh 39, Rv3671c inh 8, CCHFV vOTU inh -2, GDH-TPI inh 17, Mtb BioA inh 0.9, UGM FP inh 1.0, BoNT F protease -4, MazF activator 4, FBA Mtb inh 3 and FadD28 FP inh 0.9.
Screening Cc1ccc(S(=O)(=O)/N=C(/c2ccccc2)N(C)c2ccc(O)cc2)cc1 returned DUSP3 inh 10, Rv3671c inh -9, CCHFV vOTU inh 14, GDH-TPI inh 1, UGM FP inh -0.5, BoNT F protease -2, MazF activator -1, FBA Mtb inh -5 and FadD28 FP inh -3.1.
C[C@@H]1CCCCO[C@H](CN(C)C(=O)Cc2ccccc2)[C@@H](C)CN([C@H](C)CO)C(=O)c2cc(N(C)C)ccc2O1 was read as CCHFV vOTU inh -8, GDH-TPI inh 5, Mtb BioA inh -0.1&0.2, BoNT F protease -1, MazF activator -1, FBA Mtb inh 0 and FadD28 FP inh -0.5.
Screening Cn1ccc(C(=O)Nc2sc3c(c2C#N)CCC3)n1 returned DUSP3 inh 12, Rv3671c inh -13, CCHFV vOTU inh 9, GDH-TPI inh 24, Mtb BioA inh -0.6, UGM FP inh -1.9, BoNT F protease -7, MazF activator 10, FBA Mtb inh 1 and FadD28 FP inh 1.4.
Screening Cc1ccc(CC(=O)Nc2ccc(Cl)cn2)cc1 returned DUSP3 inh 4, Rv3671c inh 5, CCHFV vOTU inh 3, GDH-TPI inh 8, Mtb BioA inh -1.3, UGM FP inh -4.3, BoNT F protease 0, MazF activator 7, FBA Mtb inh -1 and FadD28 FP inh -3.2.
Screening CCCC(CCC)C(=O)OC[N+](C)(C)CCOC(=O)C(O)(c1ccccc1)C1CCCC1 (configuration not stated) returned DUSP3 inh -5, Rv3671c inh -5, CCHFV vOTU inh 0, GDH-TPI inh 6, Mtb BioA inh 0.7, UGM FP inh -0.8, BoNT F protease -1, MazF activator 8, FBA Mtb inh 0 and FadD28 FP inh -5.1.
